# Compound activity as filed in PubChem.
# BioA inh: inhibitors of Mycobacterium tuberculosis BioA enzyme. purified M. tuberculosis BioA enzyme, plate reader. inhibition, % at 9.99 µM. actives 0.096% (n = 360,000). AID 602481; in the data active = inhibition above about 40%; inconclusive = no clear call, values can overlap the other calls
# Mtb FBA inh: inhibitors of M. tuberculosis fructose-bisphosphate aldolase; actives 2.3% (n = 360,000); inhibition, % at 1 µM; purified M. tuberculosis FBA, fluorescence read-out; AID 588726; P9WQA3; in the data active = inhibition above about 27%;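 note: 0% = vehicle and 100% = reference inhibitor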
# Target sequence (P9WQA3 whole entry, looked up): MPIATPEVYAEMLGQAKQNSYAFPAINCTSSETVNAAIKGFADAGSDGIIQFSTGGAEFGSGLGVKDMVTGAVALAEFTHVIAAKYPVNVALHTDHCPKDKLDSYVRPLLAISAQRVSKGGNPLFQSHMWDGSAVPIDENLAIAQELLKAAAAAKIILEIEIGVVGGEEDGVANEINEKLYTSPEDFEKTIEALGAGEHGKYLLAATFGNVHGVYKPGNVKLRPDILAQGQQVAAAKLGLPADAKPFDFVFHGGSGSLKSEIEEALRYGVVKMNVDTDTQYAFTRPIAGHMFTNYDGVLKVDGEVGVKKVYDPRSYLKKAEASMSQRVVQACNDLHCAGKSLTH
# SARS 3CLpro inh: SARS-CoV 3CLpro protease inhibition. actives 0.14% (n = 290,000). recombinant SARS-CoV 3CLpro, quenched FRET peptide cleavage. AID 1706. P0C6X7. inhibition, % at 6 µM; in the data active = inhibition above about 12%
# UGM FP inh: inhibitors of M. tuberculosis UDP-galactopyranose mutase; P9WIQ1; inhibition, % at 10 µM; actives 0.06% (n = 320,000); AID 504406; purified UGM, fluorescence polarization probe displacement; in the data active = inhibition above about 10%, passing the limit was not always enough; inconclusive = no clear call, values can overlap the other calls
# Vc quorum ag: inducers of Vibrio cholerae quorum light production without autoinducers; V. cholerae BH1578 lux reporter, luminescence, 6 h; activation, % at 18.7 µM; actives 0.16% (n = 350,000); in the data active = activation mostly above about 9.7%, no sharp cut-off; inconclusive = no clear call, values can overlap the other calls; inactive = mostly below about 3.7%; note: not every result past the cut was called active; inactives centre near 0; reference of the scale not given here
# Rv3671c protease: inhibits the M. tuberculosis serine protease Rv3671c | P9WHR9 | inhibition, % at 5.96 µM | actives 0.048% (n = 320,000) | AID 2606; in the data active = inhibition above about 38%;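 note: extracellular domain of Rv3671c used as enzyme; 0% = enzyme with DMSO and 100% = no enzyme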
# Target sequence (P9WHR9 whole entry, looked up, the tested form may be a part): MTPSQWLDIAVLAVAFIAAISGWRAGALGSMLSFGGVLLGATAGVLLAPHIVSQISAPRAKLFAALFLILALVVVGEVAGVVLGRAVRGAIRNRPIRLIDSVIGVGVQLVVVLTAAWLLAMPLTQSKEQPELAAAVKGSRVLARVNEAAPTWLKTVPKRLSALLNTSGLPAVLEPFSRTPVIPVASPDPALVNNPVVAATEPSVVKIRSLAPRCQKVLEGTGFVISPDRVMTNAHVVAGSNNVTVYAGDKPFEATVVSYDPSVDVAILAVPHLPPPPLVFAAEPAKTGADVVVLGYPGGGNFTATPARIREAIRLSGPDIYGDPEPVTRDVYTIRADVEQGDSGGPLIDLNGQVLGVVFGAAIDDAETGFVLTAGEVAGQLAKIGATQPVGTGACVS
# GDH-TPI inh: counter-screen for M. tuberculosis FBA inhibitors: GDH-TPI coupled enzymes. GDH-TPI coupled enzyme counterscreen, NADH absorbance. inhibition, % at 4.8 µM. actives 1.2% (n = 360,000). AID 588335; in the data active = inhibition above about 30%;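 note: 0% = DMSO wells and 100% = wells lacking the enzyme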
# VHR inh abs: DUSP3 (human) phosphatase inhibition | actives 0.52% (n = 290,000) | recombinant VHR phosphatase, pNPP absorbance | inhibition, % at 13.3 µM; in the data active = inhibition above about 50%; note: some compounds called inactive have numbers as strong as hits
# Target sequence (P51452 whole entry, looked up): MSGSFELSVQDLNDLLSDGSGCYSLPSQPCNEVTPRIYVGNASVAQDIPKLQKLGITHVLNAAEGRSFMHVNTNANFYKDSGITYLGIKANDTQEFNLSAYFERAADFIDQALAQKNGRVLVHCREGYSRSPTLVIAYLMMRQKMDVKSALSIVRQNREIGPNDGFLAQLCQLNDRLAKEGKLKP
# PriA SSB inh: inhibitors of Klebsiella pneumoniae PriA binding to SSB C-terminal tail; AlphaScreen SSBct-PriA binding, biotinylated peptide; inhibition, % at 33 µM; actives 0.6% (n = 430,000); AID 1272365; in the data active = inhibition mostly above about 37%, no sharp cut-off; inactive = mostly below about 20%;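 note: plate controls were negative control peptide for no effect and reference peptide for full effect; strong numbers were not always called active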
# MazEF act: increases E. coli MazEF RNase cleavage of RNA; actives 0.32% (n = 350,000); P0AE70; activation, % at 20 µM; AID 504720; FAM/BHQ RNA-DNA oligo cleavage fluorescence, 5 h; in the data active = activation above about 50%
# * = called active by the depositor; i = inactive; ? = inconclusive; / = not tested or not shown; & = joins results of further samples.
SMILES,BioA inh,Mtb FBA inh,SARS 3CLpro inh,UGM FP inh,Vc quorum ag,Rv3671c protease,GDH-TPI inh,VHR inh abs,PriA SSB inh,MazEF act
COc1cc(C)ccc1NC(=O)c1ccc(S(=O)(=O)N2CCOCC2)cc1,-0.6,-1,-2,0.2,-0.3,-9,4,37,1,4
Cc1ccc(Nc2nc(-c3cccnc3)cs2)cc1C,/,1,2,0.0,-0.5,-2,12,/,-8,6
O=C(Nc1ccncc1)c1cc(-c2ccccn2)nc2ccccc12,/,2,-5,-0.6,-0.2,0,17,12,2,-5
CCc1ccc(NC(=O)c2cnn3c(C(F)F)cc(C)nc23)cc1,-0.7,1,2,0.2,-0.2,-8,6,17,2,19
COc1cnc(-c2ccccn2)nc1Oc1c(C)cccc1C,/,3,3,-0.1,i,-4,0,37,49*,-2
CC(C)CC1NC(=O)N(CC(=O)Nc2cc([N+](=O)[O-])ccc2F)C1=O (centres undefined),1.7,2,/,0.4,-6.3,1,3,/,-11,9
COCc1ccc(C(=O)N2CCCC(C(=O)c3cccc(C(F)(F)F)c3)C2)o1 (centres undefined),/,-5,1,4.2,-0.8,2,3,13,-18,-3
COCc1c(C(=O)OCc2nnc(-c3ccc([N+](=O)[O-])cc3)o2)oc2ccccc12,/,-4,/,0.2,/,4,-1,/,-7,4
O=C(O)CCCN1C(=O)/C(=C\C(Cl)=C\c2ccccc2)SC1=S,1.4,-1,3,-0.5,i,/,4,10,29,-3
COc1cc(C(C(=O)NC2CCCCC2)N(C(=O)Cc2c[nH]c3ccccc23)c2ccc(C)cc2)cc(OC)c1OC (centres undefined),/,-1,9,1.5,-0.3,0,-7,-1,10,-8
COc1ccc(NC(=O)CSc2n[nH]c(=O)n2Cc2ccccc2)cc1Cl,3.2,2,-2,-1.2,-0.2,3,3,34,-3,11
CCN1C(=O)NC(c2ccccc2)C1=O (centres undefined),-2.0,5,/,0.2,-2.8,-1,12,/,-8,-1
Cc1cc(C)c(OCC(=O)N/N=C/c2ccc3c(c2)OCO3)c(C)c1,/,-3,-2,/,-0.2,5,7,-7,/,-2
CCCC(C(=O)Nc1ccncc1)c1ccccc1 (centres undefined),3.8,3,-5,-4.2,0.5,2,-1,2,6,-1
Cc1ccsc1C(=O)NC(C)c1ccccc1 (centres undefined),-1.6,1,-2,-1.6,-0.2,2,3,17,-2,5
CC(=O)C(C)Oc1ccc2c3c(c(=O)oc2c1C)CCCC3 (centres undefined),19,61*,-4,-0.8,-0.3,-3,16,-16,-16,-4
CCC(C)[C@H](NC(=O)[C@@H]1CSC2c3ccccc3C(=O)N21)C(=O)NCc1ccco1 (some centres undefined),-1.9,3,0,-0.2,0.4,-1,1,-2,2,7
O=C1CSC(=S)N1/N=C/c1cccnc1,-1.3,-4,5,1.3,i,-3,57*,2,i,-1
CC(C)CNC(=O)c1ccccc1NC(=O)CSCc1ccccc1,1.2,0,6,-1.6,-0.6,3,4,21,-4,3
CCn1nc(C)c(CNC(=O)C2CCC(=O)N(Cc3ccc(Cl)cc3)C2)c1C (centres undefined),-0.5,-1,-1,-0.6,-0.1,3,0,22,6,-4
CCOCCCn1c(=N)c(S(=O)(=O)c2ccc(C)cc2)cc2c(=O)n3cc(C)ccc3nc21,/,8,-4,1.6,-0.4,-9,3,6,-22,7
O=C(CSc1c2c(nc3ccc(Cl)cc13)CCCC2)N1CCN(C(=O)c2ccco2)CC1,/,0,/,/,-0.3,/,22,/,0,-6
CSc1nc2sc3c(c2c(=O)n1C)CCC(C)C3 (centres undefined),0.4,0,3,0.0,i,-1,8,30,-11,-2
CCc1ccc(NC(=O)COC(=O)/C(=C/c2ccccc2OC)c2ccccc2)cc1,/,-1,3,-0.2,-0.4,-46,2,-18,-4,9
Cc1ccc([N+](=O)[O-])cc1N(CC(=O)NC1CCCC1)S(C)(=O)=O,-0.5,0,-1,-0.7,-1.3,-12,-7,-15,1,7
COc1ccc(NC(=O)c2cc(-c3ccco3)on2)cc1,1.2,-1,4,/,-0.4,-2,11,18,0,-16
CCOC(=O)C1=CN(Cc2cccc(F)c2)S(=O)(=O)N(CC)C1c1ccc(F)c(Cl)c1 (centres undefined),-1.8,0,/,/,i,/,2,/,-7,2
O=C(CN1CCCCC1)NCC(=O)Nc1ccc(F)c(F)c1F,-9.9,3,/,0.9,i,1,12,/,-2,8
CC1(C)OC(C(=O)NC2CCCCC2)C(C(=O)NC2CCCCC2)O1 (centres undefined),/,3,8,-1.9,-1.5,1,9,12,-3,-2
Cc1ccc(CNC(=O)c2ccccc2NC(=O)CN2CC(C)OC(C)C2)cc1 (centres undefined),-1.3,-2,-5,2.7,i,-3,-2,7,-1,4
COc1ccccc1NC(=O)C(C)OC(=O)Cn1cnc2c1c(=O)n(C)c(=O)n2C (centres undefined),/,-3,/,2.7,-3.8,0,0,/,-6,-9
Cc1ccc(S(=O)(=O)N2CCN(C(=O)CCC(=O)NCc3cccc(C(F)(F)F)c3)CC2)cc1,/,0,/,2.6,-0.3,2,11,/,-2,0
COCc1c(C(=O)NC2CCCCCC2)oc2ccccc12,/,0,5,0.5,-0.3,-7,3,-1,-10,-6
C=CCn1c(C(C)NC(=O)c2ccccc2)n[nH]c1=S (centres undefined),-2.2,0,0,-0.6,-1.7,-2,2,14,4,-8
C#CCOCCOCCOCCNc1nc(N2CCOCC2)nc(N2CCN(C(=O)CCCCCCCCCCNC(=O)[C@H]([C@@H](C)CC)n3cc(CCCCN=C(N)N)nn3)CC2)n1,1.8,4,/,0.9,-3.0,-7,15,/,8,-18
CC(=O)Nc1nc2cc3c(cc2s1)OCCO3,0.1,5,-5,3.6,-0.6,0,0,17,-5&-1,10

# Whole records, quoted from the list. Order of screens: BioA inh	Mtb FBA inh	SARS 3CLpro inh	UGM FP inh	Vc quorum ag	Rv3671c protease	GDH-TPI inh	VHR inh abs	PriA SSB inh	MazEF act
# CCOC(=O)C1=CN(Cc2cccc(F)c2)S(=O)(=O)N(CC)C1c1ccc(F)c(Cl)c1 (centres undefined) is entered as -1.8	0	/	/	i	/	2	/	-7	2
# COc1ccccc1NC(=O)C(C)OC(=O)Cn1cnc2c1c(=O)n(C)c(=O)n2C (centres undefined) is entered as /	-3	/	2.7	-3.8	0	0	/	-6	-9
# CC(=O)Nc1nc2cc3c(cc2s1)OCCO3 is entered as 0.1	5	-5	3.6	-0.6	0	0	17	-5&-1	10

# Other entries follow.
SMILES,BioA inh,Mtb FBA inh,SARS 3CLpro inh,UGM FP inh,Vc quorum ag,Rv3671c protease,GDH-TPI inh,VHR inh abs,PriA SSB inh,MazEF act
CCCn1c(N)c(C(=O)COC(=O)/C=C/c2ccc(OC(F)F)c(OC)c2)c(=O)[nH]c1=O,-1.6,7,/,-2.9,i,-10,11,/,-14,14
COc1ccc(Nc2ccc(OC)cc2)cc1,3.4,-2,1,0.3,-0.4,-5,9,-13,17,6
O=C(COC(=O)c1cc2ccccc2cc1O)NCc1ccccc1,-1.7,1,/,-0.5,-1.3,-6,13,/,4,-15
O=C(NC1CCCC1)C(c1ccc(Cl)cc1)N(C(=O)c1csnn1)C1CC1 (centres undefined),-2.5,4,0,-0.2,-4.8,-1,-4,-16,2,-4
CCOC(=O)n1cc(C(=O)c2ccccc2O)cn1,-0.8,-1,1,?,-10,-1,-3,-8,-10,10
COC(=O)c1[nH]c(C)c(/C(O)=C2\C(=O)C(=O)N(CCN3CCOCC3)C2c2cccs2)c1C (centres undefined),/,2,/,0.1,-12,-1,9,-22,/,13
COc1ccc(C(=O)/C=C/Nc2ccc(NC(C)=O)cc2)cc1OC,-1.2,-4,2,0.7,-1.0,-2,26,33,-7,13
COc1ccccc1CNC(=O)c1cccc2c1C(=O)N(Cc1cccnc1)C2,3.9,3,2,-0.3,-0.4,-7,3,12,-6,-7
Cc1ccccc1C(=O)N1CCN(c2ccc(NC(=O)c3cccnc3)cc2)CC1,/,-2,2,-0.3,-0.5,1,-2,8,-2,-2
CNC(=S)NNC(=O)c1cccn(Cc2cccc(Cl)c2)c1=O,-1.3,-1,2,2.4,i,1,16,6,-3,-3
CC(C)c1cc(CNC(=O)c2cc(COc3cncc(Cl)c3)on2)on1,-0.3,1,-7,/,-0.2,/,-5,-2,-4,-30
CN(Cc1nnc(SCC(=O)NCCc2ccccc2)n1C)S(=O)(=O)c1ccccc1,0.5,2,4,1.2,-0.6,2,-9,3,-7,2

# Rewritten field by field: part of the list above
COCc1c(C(=O)NC2CCCCCC2)oc2ccccc12
  BioA inh: /
  Mtb FBA inh: 0
  SARS 3CLpro inh: 5
  UGM FP inh: 0.5
  Vc quorum ag: -0.3
  Rv3671c protease: -7
  GDH-TPI inh: 3
  VHR inh abs: -1
  PriA SSB inh: -10
  MazEF act: -6

O=C1CSC(=S)N1/N=C/c1cccnc1
  BioA inh: -1.3
  Mtb FBA inh: -4
  SARS 3CLpro inh: 5
  UGM FP inh: 1.3
  Vc quorum ag: i
  Rv3671c protease: -3
  GDH-TPI inh: 57*
  VHR inh abs: 2
  PriA SSB inh: i
  MazEF act: -1

CCn1nc(C)c(CNC(=O)C2CCC(=O)N(Cc3ccc(Cl)cc3)C2)c1C (centres undefined)
  BioA inh: -0.5
  Mtb FBA inh: -1
  SARS 3CLpro inh: -1
  UGM FP inh: -0.6
  Vc quorum ag: -0.1
  Rv3671c protease: 3
  GDH-TPI inh: 0
  VHR inh abs: 22
  PriA SSB inh: 6
  MazEF act: -4

CC(=O)Nc1nc2cc3c(cc2s1)OCCO3
  BioA inh: 0.1
  Mtb FBA inh: 5
  SARS 3CLpro inh: -5
  UGM FP inh: 3.6
  Vc quorum ag: -0.6
  Rv3671c protease: 0
  GDH-TPI inh: 0
  VHR inh abs: 17
  PriA SSB inh: -5&-1
  MazEF act: 10

# Next section:
SMILES,BioA inh,Mtb FBA inh,SARS 3CLpro inh,UGM FP inh,Vc quorum ag,Rv3671c protease,GDH-TPI inh,VHR inh abs,PriA SSB inh,MazEF act
CCCNC(=O)N1CCC2(CC1)OCCO2,/,1,8,-0.7,i,8,5,40,1,3
COc1ccccc1N(CC(=O)NCc1cccnc1)S(C)(=O)=O,0.0,0,4,0.8,i,1,2,19,-9,8
Cc1ccc(C)c(NC2=NC3(CCCCC3)N=C(N)N2)c1,-0.4,2,-4,4.4,0.4,3,4,26,-6,28
Cc1ccc(C(C)C)c(OCc2ccc(C(=O)N/N=C/c3ccc(C(=O)O)cc3)cc2)c1,/,0,0,3.1,-3.2,-20,9,7,i,-18
COc1ccccc1Oc1ccc2c(c1)C(=O)N(c1cccc(O)c1)C2=O,-0.3,1,1,0.2,1.5,-8,4,27,13,7
COc1ccc(C(=O)Nc2ccccc2C(=O)N2CCCCCC2)cc1,-1.8,0,3,-1.8,-0.2,2,-1,8,-1,2

# The list is partial; count on the stated rates, not on these rows.
